SENP8 block: SENP8 protease inhibitors, primary screen, biochemical, luminescence; Sentrin-specific protease 8 (Homo sapiens), Q96LD8; purified SENP8, Z-RLRGG-aminoluciferin cleavage; inhibition, % at 10 µM; 330,000 tested, 1.2% active
CCR6 antag: CCR6 receptor antagonists, primary screen, cell-based, CHO-K1, luminescence, beta-arrestin, uHTS; C-C chemokine receptor type 6 (Homo sapiens), P51684; CHO-K1 CCR6 PathHunter beta-arrestin, CCL20-stimulated; inhibition, % at 20 µM; 340,000 tested, 0.49% active;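 active means compounds whose inhibition of the agonist-driven luminescence signal at 20 µM reaches about 50%, limit read from the data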;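 further: cells stimulated with CCL20 at 14 nM final; plate controls were DMSO with CCL20 for no effect and DMSO without agonist for full effect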
Jurkat NFkB inh: inhibitors of induced NF-kB luciferase reporter, primary screen, TCR NF-kB activation inhibitor project, cell-based, luminescence, uHTS; inhibition, % at 4 µM; 330,000 tested, 0.53% active; AID 435003, 2010; Jurkat, PMA/ionomycin-induced NF-kB luciferase reporter
Gli-Sufu antag: Gli-Sufu pathway antagonists, primary screen, luciferase luminescence, Sufu-KO-LIGHT cells, uHTS. inhibition, % at 5 µM. AID 588413, 2011. 340,000 tested, 0.74% active. Sufu-KO-LIGHT fibroblasts, Gli luciferase reporter luminescence;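 active means inhibition above about 55%, limit read from the data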;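 further: 0% = DMSO-treated cells and 100% = wells with medium but no cells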
697 NFkB inh: inhibitors of PMA/ionomycin-induced NF-kB reporter, 697 cells, primary screen, B-cell NF-kB inhibitor project, cell-based, luminescence, uHTS; 697 B-cell NF-kB luciferase reporter, 16 h; inhibition, % at 4 µM; 330,000 tested, 0.33% active; in the data active means inhibition above about 35%
UBC13 polyUb: UBC13 polyubiquitin chain formation inhibitors, primary screen, biochemical, TR-FRET, uHTS. Ubiquitin-conjugating enzyme E2 N (Homo sapiens), P61088. inhibition, % at 20 µM. 330,000 tested, 0.47% active; in the data active means inhibition above about 45%, passing the limit was not always enough
EBI2 antag: EBI2 receptor antagonists, beta-arrestin recruitment, primary screen, cell-based, luminescence, 7a,25-OHC stimulation, uHTS | G-protein coupled receptor 183 (Homo sapiens), P32249 | 7a,25-OHC stimulated | inhibition, % at 5 µM | 360,000 tested, 0.81% active; in the data active means inhibition above about 38%;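 further: enzyme fragment complementation signal reports receptor beta-arrestin coupling in cells; 0% = agonist plus DMSO wells and 100% = wells without agonist; some results beyond the cut were filed as inactive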
Apaf-1 inh: inhibitors of human Apaf-1 apoptosome, primary screen, biochemical, DEVD-Rh110 fluorescence, uHTS; 330,000 tested, 0.71% active; inhibition, % at 20 µM; AID 489030, 2010; reconstituted apoptosome caspase-3 activity; Apoptotic protease-activating factor 1 (Homo sapiens), O14727; active means inhibition of at least 40% at 20 µM;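 further: plate controls were DMSO wells for no effect and DEVD-CHO caspase inhibitor wells for full effect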
Target sequence (O14727 whole entry, looked up): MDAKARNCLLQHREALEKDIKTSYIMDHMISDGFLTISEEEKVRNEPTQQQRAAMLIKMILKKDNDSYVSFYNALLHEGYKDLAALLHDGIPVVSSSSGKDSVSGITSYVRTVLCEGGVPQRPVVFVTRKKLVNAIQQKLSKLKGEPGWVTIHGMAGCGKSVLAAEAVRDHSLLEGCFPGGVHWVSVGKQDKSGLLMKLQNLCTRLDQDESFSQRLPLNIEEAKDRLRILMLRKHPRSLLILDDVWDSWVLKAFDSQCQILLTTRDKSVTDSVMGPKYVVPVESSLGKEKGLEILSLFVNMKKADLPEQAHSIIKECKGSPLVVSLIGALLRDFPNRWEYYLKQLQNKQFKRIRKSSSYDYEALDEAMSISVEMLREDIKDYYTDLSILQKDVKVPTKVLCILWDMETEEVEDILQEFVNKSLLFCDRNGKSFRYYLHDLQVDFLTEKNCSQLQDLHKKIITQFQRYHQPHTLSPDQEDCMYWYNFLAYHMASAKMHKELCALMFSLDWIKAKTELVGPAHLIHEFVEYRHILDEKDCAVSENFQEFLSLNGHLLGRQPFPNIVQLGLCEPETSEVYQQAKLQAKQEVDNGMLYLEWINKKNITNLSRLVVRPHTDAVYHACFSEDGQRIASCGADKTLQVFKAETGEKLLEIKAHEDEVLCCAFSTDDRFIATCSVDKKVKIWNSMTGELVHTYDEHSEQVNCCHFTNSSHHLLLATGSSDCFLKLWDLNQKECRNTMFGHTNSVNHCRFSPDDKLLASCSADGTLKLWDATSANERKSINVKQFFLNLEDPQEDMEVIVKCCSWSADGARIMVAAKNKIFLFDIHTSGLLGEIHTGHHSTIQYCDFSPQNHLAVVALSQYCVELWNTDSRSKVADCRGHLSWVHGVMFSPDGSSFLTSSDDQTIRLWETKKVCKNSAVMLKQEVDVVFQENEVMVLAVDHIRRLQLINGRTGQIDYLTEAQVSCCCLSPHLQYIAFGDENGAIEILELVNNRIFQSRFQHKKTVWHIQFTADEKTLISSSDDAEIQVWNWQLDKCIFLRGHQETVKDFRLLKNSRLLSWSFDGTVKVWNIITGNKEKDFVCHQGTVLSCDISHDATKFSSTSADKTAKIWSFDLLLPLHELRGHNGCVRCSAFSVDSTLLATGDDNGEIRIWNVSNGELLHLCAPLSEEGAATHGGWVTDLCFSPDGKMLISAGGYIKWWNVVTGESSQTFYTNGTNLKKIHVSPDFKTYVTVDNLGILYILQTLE
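detection = Rh110 fluorescence intensity | test system = biochemical Apaf-1 apoptosome reconstitution | also added = cytochrome c and DEVD-Rh110 substrate | schedule = 30 min plus 50 min, RT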
* hit, by the source's call; . = not tested or not shown. Unless noted, no stated cut-off is given here; in the data, active means inhibition above about 50%; inactive means the rest. Some of the compounds tested; rates above refer to the full screens.

SMILES | SENP8 block | CCR6 antag | Jurkat NFkB inh | Gli-Sufu antag | 697 NFkB inh | UBC13 polyUb | EBI2 antag | Apaf-1 inh
COc1ccc(/C=N/NC(=O)c2cc3c(ccc4ccccc43)o2)c(OC)c1 | 11 | 12 | 0 | 13 | -14 | -2 | 1 | 14
COc1nccnc1NS(=O)(=O)c1ccc(NC(=S)NC(=O)/C=C/c2ccccc2)cc1 | -3 | 22 | 3 | 9 | -9 | -10 | -2 | 2
Cc1ccc(C(=O)NNC2=NC(C)(C)Cc3ccccc32)cc1 | 1 | 22 | 11 | -5 | 9 | -4 | -8 | 1
COc1ccc(-c2nnc(SCC(=O)NC(=O)NCc3ccccc3)o2)cc1 | 2 | -9 | -2 | 1 | 16 | 1 | 2 | -8
COc1cccc(CN2CC(C(=O)N(C)CCc3ccccc3)CCC2=O)c1 (stereo unspecified) | -7 | 2 | -7 | 12 | -19 | 5 | 3 | -8
COc1ccccc1N(CC(=O)NCc1ccc(F)cc1)C(=O)CCC(=O)Nc1nccs1 | -14 | 6 | -13 | -8 | -21 | -2 | 11 | 11
COc1ccccc1/C=N/NC(=O)c1ccc(NC(=O)c2cccc([N+](=O)[O-])c2)cc1 | -9 | . | -15 | . | 11 | -3 | . | 8
CCCn1c2c(c(O)c(C(=O)Nc3ccc(OCC)cc3)c1=O)CCCC2 | -2 | 13 | -11 | 25 | 7 | 15 | 33 | 15
N#Cc1c(C#N)c(O)c2ccccc2c1O | 1 | 15 | 2 | 9 | 2 | -7 | -9 | 18
COc1cccc(SCc2noc(C(=O)NCCCN3CCOCC3)c2C(=O)NCCCN2CCOCC2)c1 | -2 | 1 | -2 | 4 | 2 | -4 | -7 | -2
CC(=O)c1cccc(CN2CCCC(CCC(=O)NCc3ccc(C)o3)C2)c1 (stereo unspecified) | 2 | 2 | -4 | 22 | 10 | 3 | 4 | 2
N#CCCN(Cc1ccccc1)C(=O)Nc1ccc(F)cc1 | 0 | 2 | 18 | -9 | -5 | -1 | -12 | -13
Cc1cccc(NC(=O)C2CCCN(S(=O)(=O)c3cccc4cccnc34)C2)c1 (stereo unspecified) | -7 | 16 | -5 | -21 | -2 | -6 | -6 | 7
COc1cc2c(C(=O)NCc3ccccn3)cn(C)c(=O)c2cc1OC | 1 | -13 | -1 | 0 | -34 | -2 | 6 | 13
COc1ccc(NC(=O)CCn2nc(C)cc2C)cc1 | -4 | 3 | -27 | 2 | -30 | -6 | -3 | 5
O=S(=O)(c1ccc(Cl)cc1)c1snnc1-c1ccccc1 | 5 | -6 | 53* | 7 | -96 | 7 | 3 | 3
Cc1ccc(-n2ncc3c2ncn2nc(-c4ccco4)nc32)c(C)c1 | 3 | -19 | -11 | 9 | -2 | -18 | -1 | 14
CCOC(=O)c1ccc(NCc2cccnc2)cc1 | -2 | -9 | -38 | -3 | -12 | 0 | 1 | -6
CCn1c(=O)cc(SCC(=O)Nc2ccc(C)cn2)c2ccccc21 | -5 | 13 | 15 | -218 | 16 | 16 | -16 | -10
O=C(Nc1ccc(N2CCOCC2)cc1)c1cnccn1 | -3 | 6 | 8 | -24 | -19 | -1 | -4 | 0
Cc1csc(N)n1 | -7 | 1 | 2 | 0 | 3 | -6 | -12 | 0
CN1CCN(c2ccncc2S(=O)(=O)N2CCCCC2)CC1 | -3 | 0 | -3 | 13 | 1 | -3 | 0 | -23
COc1ccc(-c2c3c(=O)n(C)c(=O)n(C)c3cn2-c2ccccc2O)cc1 | 0 | 8 | 1 | -9 | 9 | 15 | -6 | 9
CCCOc1ccc2ccccc2c1/C=N/n1cnnc1 | -8 | 10 | -13 | 6 | -35 | -5 | -5 | -12
Cc1ccc(CNC(=O)CNC(=O)c2c(C)nn(C)c2Cl)cc1 | -2 | 10 | 2 | 11 | 7 | 19 | 8 | -11
CC(C)(C)c1ccc(S(=O)(=O)NCC(=O)Nc2sc3c(c2C(N)=O)CCCC3)cc1 | -12 | -7 | 3 | 1 | 3 | 2 | -2 | 22
CC(=O)c1cccc(CN2CCCC(CCC(=O)NCc3ccc(F)c(F)c3)C2)c1 (stereo unspecified) | 0 | 15 | -6 | 24 | -8 | 0 | 1 | -3
O=C(c1cc2ccccc2oc1=O)N(c1ccc(Cl)cc1)C1C=CS(=O)(=O)C1 (stereo unspecified) | 2 | 4 | -9 | 9 | -11 | -5 | -9 | 13
COc1ccc2c(c1OC)CN(C)CCc1cc3c(cc1C(O)C2)OCO3 (stereo unspecified) | -3 | 2 | 1 | 14 | 9 | 3 | -1 | 6
Cc1ccccc1/C=N/N1CCN(c2ccccc2)CC1 | -15 | -2 | -19 | -27 | -6 | 3 | -8 | 4
COc1ccc(C2=NNC(c3cccnc3)=Nc3ccc(OC)cc32)cc1 | -4 | 15 | 7 | 2 | -3 | -9 | 6 | 12
O=c1cc(CSc2nnc3ccccn23)c2c(ccc3ccccc32)o1 | -5 | 5 | 3 | 4 | 2 | -2 | -12 | -1
Cc1ccc(OC(=O)CCS(=O)(=O)c2ccc(C)cc2)cc1 | 3 | -9 | -7 | -11 | -10 | -8 | 0 | 5
Cc1cc(S(=O)(=O)N2CCN(c3ccc(F)cc3)CC2)c(C)s1 | 3 | 20 | 14 | 6 | 1 | 5 | 7 | 14
O=C1NC2=C(C(=O)OC2)C(c2ccc(OC(F)(F)F)cc2)N1 (stereo unspecified) | 5 | 7 | 8 | -7 | 4 | 9 | -4 | -27
Clc1ccc(-c2nn3c(-c4ccccc4)nnc3s2)cc1 | 7 | 10 | 1 | 3 | 2 | 4 | 8 | 17
CCN(CCNC(=O)c1cc(C)nn1-c1ccccc1)c1ccccc1 | -3 | 9 | 9 | 2 | 1 | 5 | -8 | 8
COc1ccc(N(CC(=O)Nc2ccc3c(c2)OCO3)S(=O)(=O)c2ccccc2)cc1 | 0 | -7 | -9 | 0 | 13 | 1 | -5 | 8
CC(=O)NN1C(=O)c2ccccc2NC1c1ccco1 (stereo unspecified) | 5 | 5 | 4 | 6 | 10 | 17 | -10 | -8
Nc1cc2c(cc1C(=O)c1ccccc1)OCCO2 | -1 | 10 | -5 | -5 | -10 | 0 | -14 | -2
COc1ccc(C(=O)NC=C2C(=O)OC(C)(C)OC2=O)cc1 | -4 | 7 | 8 | -3 | 9 | 0 | 0 | 11
COCCCn1c(-c2ccccc2)nc2ccccc2c1=O | -1 | -2 | 0 | -39 | 12 | 0 | -14 | 3
O=C(CCCOc1ccc(Br)cc1)Nc1ccc(S(=O)(=O)N2CCOCC2)cc1 | -3 | 2 | 14 | 9 | 15 | 7 | 35 | 18
O=S(=O)(NCc1ccccn1)c1ccc2ccccc2c1 | -2 | 18 | -9 | 21 | 5 | 3 | 4 | 4
COc1ccc(-n2nc3c(c2NC(=O)c2c(-c4ccccc4Cl)noc2C)CS(=O)(=O)C3)cc1 | -12 | 2 | -12 | 4 | 14 | -10 | 11 | -14
COC(=O)CSc1nc2cc3c(cc2cc1C)OCO3 | 8 | -1 | 4 | 1 | 10 | 3 | -7 | 0
CCc1nnc(NC(=O)c2ccc(S(=O)(=O)N3CCCCC3)cc2)s1 | -6 | -4 | -2 | -16 | -9 | -1 | 6 | 55*
Cc1cccn2c(=O)c(/C=C(\C#N)C(=O)NC3CCS(=O)(=O)C3)c(Oc3ccc(F)cc3)nc12 (stereo unspecified) | -5 | -13 | -6 | -16 | 13 | 6 | 22 | 2
CCOc1ccc(/C=C2\N=C(c3cccs3)OC2=O)cc1OC | -5 | . | 7 | . | 21 | 1 | . | 0
CCCCN(CCCC)c1nc(OC)nc(-n2nnc(C(C)=O)c2C)n1 | 3 | 24 | 0 | 52 | -46 | -1 | 13 | 20
Cc1c(Cl)cccc1NC(CC(=O)c1ccccc1)C(=O)OCC(=O)c1cccs1 (stereo unspecified) | -2 | 10 | -7 | -3 | 9 | 2 | 21 | 2
Cc1ccc(-n2c(SCC(=O)Nc3ccc(C(=O)O)cc3)nnc2-c2ccncc2)cc1 | 1 | 12 | 4 | -7 | 11 | 8 | 7 | -12
COc1ccc(NC(=O)C(CCS(C)(=O)=O)NC(C)=O)cc1 (stereo unspecified) | -3 | 0 | 5 | -19 | -6 | 6 | 5 | -6
O=C(O)CC1S/C(=N/N=C/c2ccc([N+](=O)[O-])cc2)N(c2ccc(O)cc2)C1=O (stereo unspecified) | 4 | 1 | -31 | 2 | -40 | -9 | -8 | 14
N=c1n(CCc2ccccc2)c2ccccc2n1Cc1ccccc1F | 1 | -1 | 17 | 16 | -56 | 30 | -6 | 17
COc1ccc(-c2ccnc3c(Br)c(C)nn23)cc1 | -15 | 10 | -18 | -9 | -9 | 12 | 2 | 16
CCCOc1ccc(N2CC(C(=O)NCCc3ccc(OC)c(OC)c3)CC2=O)cc1 (stereo unspecified) | 1 | 6 | 2 | -7 | -5 | -6 | 6 | 3
CCC(=O)c1ccc(OC(C)C(=O)NC2(C#N)CCCCC2)cc1 (stereo unspecified) | -3 | -1 | 7 | 12 | 5 | 14 | 1 | -21
Cc1cccc([C@@H]2[C@@H]3C(=O)N(Cc4ccccc4)C(=O)[C@@H]3[C@]3(Cc4ccc(Cl)cc4)C(=O)N(c4cccc(Br)c4)C(=O)N23)c1 | 5 | 2 | 14 | 3 | 16 | -35 | 4 | 11
CCOC(=O)N1CCC(NC(=S)Nc2ccc3nc(N4CCN(CC)CC4)cc(C)c3c2)CC1 | -1 | 11 | 0 | -1 | 6 | 15 | 2 | -7

(cont.)
SMILES | SENP8 block | CCR6 antag | Jurkat NFkB inh | Gli-Sufu antag | 697 NFkB inh | UBC13 polyUb | EBI2 antag | Apaf-1 inh
Cc1cc2nccc(-c3cccnc3)n2n1 | -3 | 2 | 3 | 2 | 9 | -16 | 3 | -3
Cc1ccc(NC(=O)COc2ccccc2)c(NC(=O)c2ccccc2C)c1 | -9 | 13 | -8 | 2 | -8 | -4 | -18 | 12
COc1cccc2c1OCC(C(=O)NCc1ccc(Cl)cc1Cl)=C2 | -9 | 14 | -5 | -1 | 2 | -7 | -1 | 10
Cc1cccc(C(=O)Nc2ccccc2C(=O)NCc2ccco2)c1 | 4 | 11 | 6 | 3 | -10 | -10 | -5 | 8
N#Cc1c(NC(=O)CSc2nc(-c3ccccc3)cc(C(F)(F)F)n2)sc2c1CCC2 | -1 | 24 | -4 | 8 | 2 | -6 | 0 | 11
O=C(CCc1ccccc1F)N1CCN(c2ccccc2)CC1 | -3 | -3 | -8 | 4 | -8 | 0 | -1 | 12
CCN(CC)CCCNc1nc2cc(OC)c(OC)cc2c2nc(-c3cccnc3)nn12 | -3 | -6 | -52 | -1 | -34 | 20 | -4 | 24

High-throughput results (PubChem BioAssay)
